Compound activity: PubChem BioAssay, Broad Institute
INS-1E GSIS act: GLuc luminescence reporter in INS-1E cells, primary screen for activators of glucose-dependent secretion of insulin | INS-1E GLuc reporter insulin secretion, 2-3 h | activation, % at 16.6 µM | hit rate 0.61% among 370,000;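 active means lowest replicate activation of at least 40%, so every replicate reaches that level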;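 further: 0% = median of neutral control wells and 100% = median of IBMX positive control wells; some compounds called inactive have numbers as strong as hits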
F508del corr: F508del CFTR correction, initial screen, CFBE line, single point; CFBE cells, YFP halide quenching; stimulated with forskolin plus potentiator P3; % fluorescence drop versus neutral controls; hit rate 0.36% among 350,000; activity (quench increase), % at 7.58 µM;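 active means mean added fluorescence quench of at least 8% versus neutral control, with both replicates also reaching 8%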;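 further: cells transiently co-express mutant CFTR-F508del with the halide-sensitive YFP; corrector assay measuring rescue of mutant channel to the surface after 24 h compound exposure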
Statin myotox sup: suppressors of statin myotoxicity in C2C12 myotubes, primary screen, cell-based, single point, plate reader | C2C12 myotubes + simvastatin, ATP luminescence, 48 h; scaled: DMSO 0, geranylgeraniol control 100 | rescue of ATP level, % at 7.49 µM | hit rate 0.78% among 330,000;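 active means mean ATP rescue above about 67%, or every replicate alone reaching that limit, limit read from the data, passing the limit was not always enough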;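 further: myotubes were challenged with 10 µM simvastatin during compound exposure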
PglD DTNB: C. jejuni PglD acetyltransferase inhibitors, primary screen, biochemical, DTNB colorimetric, single point; AID 602405, 2012; hit rate 0.098% among 360,000; inhibition, % at 12.5 µM; purified PglD enzyme, DTNB colorimetric CoA detection; UDP-N-acetylbacillosamine N-acetyltransferase PglD (Campylobacter jejuni); in the data active means inhibition above about 16%, passing the limit was not always enough; further: strong numbers were not always called active
PGC1a acetyl inh: inhibitors of PGC1a acetylation signal, primary screen, cell-based, U2OS, AlphaScreen, inhibitor mode | hit rate 0.17% among 350,000 | inhibition, % at 15.6 µM | AlphaScreen anti-acetyl-lysine; with virally co-expressed GCN5 acetyltransferase;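 active means every replicate shows inhibition of at least 40%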;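 further: 0% = neutral control wells and 100% = positive control wells; some results beyond the cut were filed as inactive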
Cneo AK release: Cryptococcus neoformans cell lysis inducers, primary screen, AK release luminescence, single concentration; C. neoformans lysis, adenylate kinase release luminescence, 4 h; normalised: neutral wells 0, clomiphene wells 100; lysis activity, % at 15 µM; hit rate 0.2% among 360,000;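 active means mean lysis activity across replicates of at least 80%, whatever share of replicates individually reach that level; inactive means mean lysis activity below 80%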
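Material: C. neoformans cells | Amount: Yeast cell density of 5 × 10^6 cells/mL | Medium: Fresh YPD growth medium | Dosing: Single dose | Times: Static 4 h at 37 °C with compound, 1 h detection | Detection: AK luminescence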
FN deposition inh: inhibitors of fibronectin matrix deposition, primary screen, AH1F cells, Alexa488-fibronectin fluorescence, plate reader | AH1F fibroblasts, overnight | AID 743247, 2014 | hit rate 0.086% among 350,000 | inhibition, % at 12.6 µM;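 active means mean inhibition across replicates of 30% or more, regardless of how many single replicates reach that level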;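 further: positive control wells lacked labelled fibronectin entirely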
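test system = AH1F fibroblasts assembling fluorescent fibronectin matrix | quantity = 10000 AH1F cells per well | buffer or medium = DMEM plus 2% serum, read in PBS | doses = single dose, pinned | incubation = 1 h cell attachment, overnight exposure to compound and label | detection = fluorescence at 485 nm excitation, 525 nm emission | read-out basis = inhibition from reduced deposited-fibronectin fluorescence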
miR-122 sensor: miR-122 Renilla sensor signal increase in Huh7, primary screen, miR-122 inhibitor project, cell-based, single point, plate reader | AID 602342, 2012 | activation (reporter increase), % at 12.5 µM | Huh7 miR-122 Renilla luciferase sensor, 48 h; neutral wells = 0, positive control = 100 | hit rate 0.3% among 340,000;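 active means mean replicate activation score at least 90 and every replicate individually at or above 90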;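 further: higher luciferase means less miR-122 activity so hits act as miR-122 inhibitors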
Active calls of the source: *; · = no result given; & = joins results of further samples; [ ] = dose if it differs, or a comment.

SMILES	INS-1E GSIS act	F508del corr	Statin myotox sup	PglD DTNB	PGC1a acetyl inh	Cneo AK release	FN deposition inh	miR-122 sensor
COCc1ccc(C(=O)NC2CCCc3c2cnn3-c2cc(C)cc(C)c2)s1 (stereo unspecified)	-44	-2.4	4	2	1	6	11	1
CNC(=O)Nc1ccccc1NC(=O)NC	·	·	8	2	·	-1	0	-2
Cc1ccc(S(=O)(=O)Nc2ccc3c(c2)CC(=O)N([C@H](C)CO)C[C@@H](C)[C@H](CN(C)Cc2ccccc2)O3)cc1	-10	2.0	33	3	1	-1	·	-1[16.7 µM]
O=C(NCc1ccc2c(c1)OCO2)c1cc2ccccc2o1	-5	·	·	-1	-10	-1	6	0
O=C(c1ccco1)N1N=C(C2CCCCC2)CC1(O)C(F)(F)F (stereo unspecified)	52*	1.4	·	·	3	·	-6	·
O=C(NC1CCCCC1)N1CC2(C1)[C@H](c1ccccc1)[C@@H](CO)N2CC1CC1	-14	-3.7	·	·	-1	·	-10	·
Cc1cc[n+](-c2[nH]c(=O)sc2/C=N/N=C(\[O-])c2ccccc2)cc1	·	1.2	·	-3	2	-2	-7	-14
O=C(Nc1nnc(C2CCCC2)s1)C1CCN(S(=O)(=O)c2ccc(Cl)cc2)CC1	-1	·	7	0	-9	-2	·	-5
COc1ccc(OC)c(-c2csc(NC(=O)COC(=O)C3(C)CC3(Cl)Cl)n2)c1 (stereo unspecified)	-30	0.4	5	-2	·	0	2	·
Cc1c(CCC(=O)NC2CC2)c(=O)oc2c(C)c(O)ccc12	·	·	-4	1	6	-4	·	3
CN(C)CC(=O)Nc1ccc2c(c1)[C@H]1C[C@@H](CC(=O)NCc3cccnc3)O[C@H](CO)[C@H]1O2	-2	0.3	-4	1	7	19	-2	4[16.7 µM]
CCC(=O)N(C)C[C@@H]1Oc2cc(C#Cc3ccncc3)ccc2S(=O)(=O)N([C@H](C)CO)C[C@@H]1C	13	-2.7	6	1	16	54	·	12[16.7 µM]
CCN(CC)c1cc(C(F)(F)F)nc(-c2ccccn2)n1	·	·	·	-6	·	0	5	-1
Cc1ccccc1OCC1CNC(=O)O1 (stereo unspecified)	-6	1.7	-1	·	5	·	-15	-11
O=C(O)CCC(=O)Nc1cccc(-c2csc(-c3ccccc3)n2)c1	-5	-4.0	·	·	17	·	0	·
Cn1c(SCC(=O)Nc2ccc(F)cc2F)nnc1-c1cccnc1	23	-3.8	2	9	·	4	1	·
Cc1cccc(NC(=O)NC2CCCCCCC2)c1C	32	1.7	-1	0	2	8	-5	4
Cc1ccc(S(C)(=O)=O)cc1C(=O)Nc1ccc(S(=O)(=O)Nc2nccs2)cc1	25	-3.2	1	1	-4	0	-1	-13
CC1CCCCN1C(=O)c1cc2c(=O)n3ccccc3nc2s1 (stereo unspecified)	10	-2.1	7	-1	4	2	1	0
CCCNC(=O)[C@@H]1[C@@H](CO)[C@@H]2Cn3c(ccc(-c4ccc(F)cc4)c3=O)[C@H]1N2CCC	2	-0.8	1	1	·	6	·	5[16.7 µM]
Cc1ccc(-n2nc3c(N4CCC(C(=O)NCc5ccccc5C)CC4)nnc(C)c3c2C)cc1	·	·	-41	-2	-4	1	·	-4
CCCNC(=O)N1C[C@H]2[C@@H](c3ccccc31)[C@@H](CO)N2C(=O)Nc1ccccc1	-6	-2.8	10	2	-1	42	·	-8[16.7 µM]
Cc1ccc(-c2ccc3c(c2)O[C@@H](CN(C)C(=O)Nc2ccc(F)cc2)[C@H](C)CN([C@@H](C)CO)S3(=O)=O)cc1	-30	3.9	-14	0	-1	1	3	37[16.7 µM]
Cc1cccc(NC(=O)COC(=O)c2cccc(S(=O)(=O)N3CCCCCC3)c2)c1	-14	1.2	0	·	·	0	6	·
CN(C)S(=O)(=O)N(CC(=O)Nc1ccc(S(=O)(=O)N2CCCC2)cc1)c1ccccc1	-9	1.2	2	-5	2	-7	·	1
CCNS(=O)(=O)c1ccc(Br)c(OC)c1	19	2.4	30	4	46	-3	·	12
COc1cccc(N(C(=O)Cn2nnc(-c3ccc(C)cc3)n2)C(C(=O)NC(C)(C)C)c2c[nH]c3ccccc23)c1 (stereo unspecified)	·	·	7	-4	4	1	-2	-5
COc1ccc(CN(C)C[C@@H]2Oc3ccc(NC(=O)CCN4CCOCC4)cc3CC(=O)N([C@H](C)CO)C[C@H]2C)cc1	14	-3.4	25	-1	1	0	·	9[16.7 µM]
O=C(NNC1=NC2(CCCC2)Cc2ccccc21)c1cccnc1	·	3.1	3	3	·	-2	-5	-12
Cc1ccc(S(=O)(=O)n2cc(-c3ccccc3)c3ccccc32)cc1	12	1.5	-34	-1	-14	0	-2	73

Retrieved one by one from the entries so far:
SMILES	INS-1E GSIS act	F508del corr	Statin myotox sup	PglD DTNB	PGC1a acetyl inh	Cneo AK release	FN deposition inh	miR-122 sensor
Cc1cccc(NC(=O)NC2CCCCCCC2)c1C	32	1.7	-1	0	2	8	-5	4
CCCNC(=O)N1C[C@H]2[C@@H](c3ccccc31)[C@@H](CO)N2C(=O)Nc1ccccc1	-6	-2.8	10	2	-1	42	·	-8[16.7 µM]

Next part:
SMILES	INS-1E GSIS act	F508del corr	Statin myotox sup	PglD DTNB	PGC1a acetyl inh	Cneo AK release	FN deposition inh	miR-122 sensor
COc1ccc2c3c(n(C)c2c1)[C@@H](CO)N(C(=O)c1ccncc1)CC31CCN(CC2CC2)CC1	9	1.3	·	·	-4	·	7	·
COc1ccc(NC(=S)NNC(=O)C(C)n2nc(C)c([N+](=O)[O-])c2C)cc1 (stereo unspecified)	-7	5.4	·	3	-2	3	·	-5
Cc1ccc(-c2cnc3c(c2)C(=O)N([C@@H](C)CO)C[C@H](C)[C@H](CN(C)C(=O)Cc2cccnc2)O3)cc1	6	-1.4	-5	3	-5	19	-11	0[16.7 µM]
COc1cccc(C(=O)Nc2ccc3c(c2)OC[C@H](C)N(CCc2ccccc2)C[C@@H](C)[C@@H](OC)CN(C)C3=O)c1	-16&-12	1.2&0.4	37	-3	-1	56	-1	·
COc1ccc(CCNC(=O)CN2CCN(S(=O)(=O)c3ccc(Cl)cc3)CC2)cc1OC	·	·	·	·	-4	-2	14	-10
Nc1c(C(=O)CSc2nnc(Cc3ccccc3)o2)c(=O)[nH]c(=O)n1C1CC1	7	2.6	-14	-2	4	1	-4	·
CCOC(=O)C(=CNc1nc2ccc(C(=O)OCC)cc2s1)C(=O)OCC	29	1.5	·	5	-4	1	3	0
C[C@H]1CN([C@@H](C)CO)S(=O)(=O)c2ccc(C#Cc3ccncc3)cc2O[C@@H]1CN(C)C(=O)C1CCOCC1	4	-0.2	-3	-1	-31	-1	·	-12[16.7 µM]
Cc1noc(C)c1COC(=O)c1cc(S(=O)(=O)N2CCOCC2)ccc1Cl	-14	3.7	-7	-2	0	-1	·	-8
COCCn1c(C)cc(/C=C2/NC(=O)N(Cc3ccc(C)cc3)C2=O)c1C	-4	0.0	-8	·	3	·	3	·
CCCN1C[C@@H](C)[C@H](OC)CN(C)C(=O)c2cc(NC(=O)Nc3ccccc3F)ccc2OC[C@@H]1C	-12	-0.8	-16	0	4	2	-1	·
Cn1cnc(CCNC(=O)C[C@H]2CC[C@@H]3[C@H](COC[C@@H](O)CN3C(=O)Nc3ccc(Cl)cc3)O2)c1	-6	1.8	-2	-3	9	20	1	5[16.7 µM]
Nc1ccc(OCc2ccccc2)cc1[N+](=O)[O-]	-13	2.5	4	1	6	1	-1	·
O=C(COC(=O)C1CC(=O)N(Cc2ccco2)C1)Nc1ccc(F)cc1F (stereo unspecified)	-4	-2.8	6	3	·	-7	-2	·
O=C(CN1C(=O)NC2(CCOc3ccccc32)C1=O)NCc1ccccc1 (stereo unspecified)	·	1.5	3	3	-6	0	·	-6
O=C1CS(=O)CN1c1ccc(Oc2ccccc2)cc1 (stereo unspecified)	-8	-2.6	11	3	2	1	-5	-1
CC(=O)N(Cc1ccc(F)cc1)Cc1nc2ccccc2c(=O)[nH]1	14	0.3	-2	2	-8	-2	-5	-2
CCOc1ccccc1NC(=O)c1ccc2nc[nH]c2c1	12	0.3	3	-1	3	2	-3	-2
C[C@@H]1CN([C@@H](C)CO)S(=O)(=O)c2ccc(C#CCC3CCCC3)cc2O[C@@H]1CN(C)C(=O)CC1CC1	-11	3.3	-33	5	0	-8	·	1[16.7 µM]
Cc1cc(C)cc(OCC(=O)Nc2ccc(N3CCCCC3)cc2)c1	-13	-0.3	12	-2	2	-2	-4	0
O=C(NCCCN1CCCC1=O)c1ccc(NS(=O)(=O)c2ccc(F)cc2)cc1	-2	-2.3	1	·	14	·	-3	·
CN(C1=NS(=O)(=O)N=C(N(C)c2ccccc2)O1)c1ccccc1	-1	-5.3	3	2	4	-1	1	6
CCOc1ccc(C(=O)N/N=C(\c2ccccc2)c2ccccn2)cc1	·	·	·	-2	80*	1	·	3
CC(C)c1ccc(/C=N/n2c(COc3ccccc3)n[nH]c2=S)cc1	-46	1.3	-24	2	·	13	6	·
O=C1NC(Cc2ccccc2)c2nc3ccc(F)cc3c(=O)n2-c2ncccc21 (stereo unspecified)	5	-2.1	4	1	·	0	-1	-3
COc1ccc(-c2ccc([C@H]3[C@@H](C#N)N(C(=O)NC4CCCCC4)[C@H]3CO)cc2)cc1	-13	-1.9	6	-3	-7	-10	-3	·
COc1ccc(NC(=O)Nc2ccc3c(c2)C(=O)N([C@@H](C)CO)C[C@@H](C)[C@@H](CN(C)Cc2ccc(Cl)c(Cl)c2)O3)cc1	-19	-0.3	-29	3	-21	3	-13	-11[16.7 µM]
CCOC(=O)c1c(-c2ccc(-c3ccccc3)cc2)csc1NC(=O)CCC(=O)O	-39	-1.4	11	6	-7	-4	-6	0
Cc1ccccc1S(=O)(=O)N1[C@@H](C#N)[C@@H](c2ccc(C#CC3CCCCC3)cc2)[C@@H]1CO	-8	-2.6	-11	-2	-3	-5	11	·
Cc1cc(C(=O)OCC(=O)NC2CCS(=O)(=O)C2)c(C)n1-c1ccccc1 (stereo unspecified)	·	·	5	-2	-1	-2	2	0
O=C(O)C1CCCN(S(=O)(=O)c2ccc(-c3ccc(=O)[nH]n3)s2)C1 (stereo unspecified)	-4	-0.9	32	0	5	2	18	0
COCCN(CC(=O)Nc1cccc(C)c1C)C(=O)CN1C(=O)NC2(CCCCC2)C1=O	-2	0.9	-7	·	-1	0	·	-5
Cc1cccc(NC(=S)NCCCN2CCOCC2)c1	-1	·	·	1	1	-1	·	-4
CCNc1nnc(CCn2nc(C)c(Br)c2C)s1	13	-1.5	·	·	4	·	-3	·
CN(C)C(=O)CCC(=O)N1CCCC(N2CCN(c3cccc(C(F)(F)F)c3)CC2)C1 (stereo unspecified)	·	-0.6	2	4	-7	2	-7	-2

Molecules shown so far with a cyano group:
SMILES	INS-1E GSIS act	F508del corr	Statin myotox sup	PglD DTNB	PGC1a acetyl inh	Cneo AK release	FN deposition inh	miR-122 sensor
COc1ccc(-c2ccc([C@H]3[C@@H](C#N)N(C(=O)NC4CCCCC4)[C@H]3CO)cc2)cc1	-13	-1.9	6	-3	-7	-10	-3	·
Cc1ccccc1S(=O)(=O)N1[C@@H](C#N)[C@@H](c2ccc(C#CC3CCCCC3)cc2)[C@@H]1CO	-8	-2.6	-11	-2	-3	-5	11	·
